Screening results as filed in PubChem BioAssay.
Epigenetic reg: epigenetic control regulation, reporter derepression. murine LDR cells, GFP reporter derepression, 30 h. Potency, µM (top dose mostly 53.9 µM), for inactives: at the highest dose GFP activation, actives largely listed as activators. hit rate 0.2% among 280,000; active = well fitted activation curve with a large enough effect; inconclusive = small, poorly fitted or top-dose-only effect; note: % of control where 0% means no effect; nearly all actives have a fitted effect of over 60% in size
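Murine LDR cells bearing a silenced CMV-driven GFP reporter were exposed to compound for 30 h at 37 C. After PBS washes, GFP-positive cells (20-120 um objects) counted by laser-scanning microplate cytometry.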
* hit, by the source's call. Potency is the fitted concentration of half-maximal effect.

COCCCn1c(=N)c(S(=O)(=O)c2ccccc2)cc2c(=O)n3cc(C)ccc3nc21 was read as Epigenetic reg -0.1%.
Screening COc1cc(Cl)c(C)cc1NC(=O)CC1Oc2ccccc2NC1=O (stereo not given) returned Epigenetic reg 1.4%.
Screening Clc1cccc(N2CCN(c3nc4ccccc4c4nc(-c5cccnc5)nn34)CC2)c1 returned Epigenetic reg 0.0%.
`O=C(CSc1nc2ccccc2n1Cc1ccc(F)c(Cl)c1)N1CCN(c2ccc(F)cc2)CC1` gave Epigenetic reg 0.0%.
`COc1ccc(CCNC(=O)c2cc(-c3ccccc3)nc3ccccc23)cc1OC` gave Epigenetic reg -0.8%.
`CCn1c(=O)c(=O)n(CC)c2cc(N3CCCCC3)c(NC(=O)c3ccccc3OC)cc21` gave Epigenetic reg 1.0%.
Screening COc1ccc(NC(=O)c2ccco2)cc1NC(=O)c1cc(OC)c(OC)c(OC)c1 returned Epigenetic reg 0.0%.
Screening COc1ccccc1CNC(=O)CCCn1nc(C)c2sc3ccccc3c2c1=O returned Epigenetic reg -2.4%.
`COc1cccc(CNC(=O)CCS(=O)(=O)c2ccc3c(c2)CC(C)N3C(=O)C2CC2)c1` (stereo not given) gave Epigenetic reg 3.8%.
`COC(=O)c1c(NC(=O)COc2c(C)ccc(C)c2C)sc2c1CCC(C)C2` (stereo not given) gave Epigenetic reg 0.4%.
Screening CCn1cc2nc(SCc3cccc(F)c3)n(CCc3ccccc3)c(=O)c2n1 returned Epigenetic reg 5.7%.
For Cc1ccn2c(Nc3ccc4c(c3)OCO4)c(-c3ccc(C)o3)nc2c1 the results were Epigenetic reg -0.9%.
For CCCCC(CC)CNC(=O)C1CCN(S(=O)(=O)c2cccc3nsnc23)CC1 (stereo not given) the results were Epigenetic reg 1.3%.
Screening COc1ccc(N2CCN(C(=O)c3c(C)nn(-c4ccc(F)cc4)c3-n3cccc3)CC2)cc1 returned Epigenetic reg -0.1%.
CCOC(=O)c1c(C)[nH]c(C)c1S(=O)(=O)N1CCCC(C(=O)Nc2ccccc2OCC)C1 (stereo not given) was read as Epigenetic reg 0.1%.
For Cc1cccc(N2CCN(c3ccc4cc(S(=O)(=O)N5CCC(C)CC5)ccc4n3)CC2C)c1 (stereo not given) the results were Epigenetic reg -2.7%.
Screening COc1cccc(NC(=O)Cn2c(=O)n(Cc3ccccc3)c(=O)c3c4c(sc32)CN(C(C)=O)CC4)c1 returned Epigenetic reg 1.4%.
COC(=O)C(CCSC)NC(=O)c1cc2c(n(-c3ccc(Cl)cc3)c1=O)CCCC2=O (stereo not given) was read as Epigenetic reg 0.0%.
Screening COc1cccc(C(=O)Nc2cc(-c3ccccc3)no2)c1 returned Epigenetic reg 0.8%.
For COc1ccccc1N1CCN(C(=O)C2CCN(S(=O)(=O)Cc3ccccc3)CC2)CC1 the results were Epigenetic reg 2.7%.

3 compounds drawn at random from the list so far:
`CCn1c(=O)c(=O)n(CC)c2cc(N3CCCCC3)c(NC(=O)c3ccccc3OC)cc21` gave Epigenetic reg 1.0%.
Screening COc1ccc(NC(=O)c2ccco2)cc1NC(=O)c1cc(OC)c(OC)c(OC)c1 returned Epigenetic reg 0.0%.
Screening COc1cccc(NC(=O)Cn2c(=O)n(Cc3ccccc3)c(=O)c3c4c(sc32)CN(C(C)=O)CC4)c1 returned Epigenetic reg 1.4%.

A stretch from further up:
For Cc1ccn2c(Nc3ccc4c(c3)OCO4)c(-c3ccc(C)o3)nc2c1 the results were Epigenetic reg -0.9%.
For CCCCC(CC)CNC(=O)C1CCN(S(=O)(=O)c2cccc3nsnc23)CC1 (stereo not given) the results were Epigenetic reg 1.3%.
Screening COc1ccc(N2CCN(C(=O)c3c(C)nn(-c4ccc(F)cc4)c3-n3cccc3)CC2)cc1 returned Epigenetic reg -0.1%.

(next part)
Screening Cc1ccc(CCNC(=O)NCc2noc3ccccc23)cc1 returned Epigenetic reg -4.2%.
COc1ccc(NC(=O)COc2ccc(S(=O)(=O)NC3CCCCC3)cc2)cc1OC was read as Epigenetic reg -0.1%.
`CCOC(=O)c1c(C)[nH]c(C)c1S(=O)(=O)N1CCC(C(=O)Nc2ccccc2CC)CC1` gave Epigenetic reg -3.1%.
`Cc1ccc(C)c(NC(=O)Cn2c(=O)n(Cc3ccco3)c(=O)c3ccc(C(=O)NC4CCCC4)cc32)c1` gave Epigenetic reg 1.6%.
`COC(=O)c1cc2oc3ccccc3c2n1CC(=O)Nc1cccc(SC)c1` gave Epigenetic reg 1.4%.
`COc1cccc(CNC(=O)CSc2ncc3c(n2)-c2cc(Cl)ccc2N(C)S3(=O)=O)c1` gave Epigenetic reg 4.9%.
For Cn1cc(C(=O)NCCc2ccccc2)c(=O)c2cc(S(=O)(=O)N3CCCCCC3)ccc21 the results were Epigenetic reg -2.0%.
`CCc1ccc(CN(Cc2cn[nH]c2-c2ccc(OC)cc2)C(=O)Nc2cc(Cl)ccc2OC)cc1` gave Epigenetic reg -2.7%.
Screening Cc1ccccc1OCCn1c(CCNC(=O)C2CCCCC2)nc2ccccc21 returned Epigenetic reg -2.8%.
For COc1cccc(C2CC(=O)Nc3c2ccc(C)c3C)c1OC (stereo not given) the results were Epigenetic reg 1.9%.
`Cc1cccc(-c2noc(CN(C(=O)c3ccccc3Cl)C(C)C)n2)c1` gave Epigenetic reg -1.9%.
`CCc1cccc(C)c1Nc1c(-c2ccc(SC)cc2)nc2sccn12` gave Epigenetic reg -0.9%.
For CC(C)N(C(=O)Cn1cc(S(=O)(=O)Cc2ccc(Cl)cc2)c2ccccc21)C(C)C the results were Epigenetic reg 6.9%.
For CCOC(=O)c1ccc(NC(=O)Cn2ncc3c(C)n(Cc4ccccc4F)c(C)c3c2=O)cc1 the results were Epigenetic reg -1.0%.
`COC(=O)c1ccc(C(=O)OC)c(NC(=O)c2cc3nc(-c4ccc(C)cc4)cc(C(F)(F)F)n3n2)c1` gave Epigenetic reg -1.1%.
Screening CC(=O)Nc1ccc(NC(=O)C(Cc2ccccc2)NS(=O)(=O)c2ccc3c(c2)oc(=O)n3C)cc1 (stereo not given) returned Epigenetic reg -1.1%.
Cc1ccc(S(=O)(=O)Nc2cc3c(C(=O)OCc4ccccc4)c(C)oc3c3ccccc23)c(C)c1 was read as Epigenetic reg -1.3%.
For COC(=O)Cn1c(C2CC(=O)N(c3c(C)cccc3C)C2)nc2ccccc21 (stereo not given) the results were Epigenetic reg -1.4%.
CCCCOCc1cc(CN2CCN(c3cccc(Cl)c3)CC2)c(O)c2ncccc12 was read as Epigenetic reg -2.9%.
For CCOCCCNC(=O)c1ccc(Cn2c(=O)c3cccn3c3cccnc32)cc1 the results were Epigenetic reg -0.8%.

Three compounds already listed, arranged by molecular weight, lowest first:
For COc1cccc(C2CC(=O)Nc3c2ccc(C)c3C)c1OC (stereo not given) the results were Epigenetic reg 1.9%.
For CC(C)N(C(=O)Cn1cc(S(=O)(=O)Cc2ccc(Cl)cc2)c2ccccc21)C(C)C the results were Epigenetic reg 6.9%.
For CCOC(=O)c1ccc(NC(=O)Cn2ncc3c(C)n(Cc4ccccc4F)c(C)c3c2=O)cc1 the results were Epigenetic reg -1.0%.

(cont.)
`COC(=O)c1cc2sccc2n1Cc1nc(-c2ccc(C)cc2)oc1C` gave Epigenetic reg 2.2%.
Cc1ccc(C)c(NC(=O)c2nn(C)c3c2CS(=O)(=O)c2ccccc2-3)c1 was read as Epigenetic reg inconclusive.
COc1ccccc1CNC(=O)CCC1N=C2c3ccccc3N=C(SCc3cccc(Cl)c3)N2C1=O (stereo not given) was read as Epigenetic reg 0.0%.
`CCCNC(=O)N1[C@H](c2ccc(C)s2)[C@@H](C)C(=O)[C@@H](C)[C@@H]1c1ccc(C)s1` gave Epigenetic reg -1.5%.
CCN(CC)S(=O)(=O)c1ccc(C(=O)NCCSc2c(-c3ccc(C)cc3)[nH]c3ccccc23)cc1 was read as Epigenetic reg -0.4%.
For CC(C)OCCCNC(=O)Cn1c(-c2cccs2)cc2cc(F)ccc21 the results were Epigenetic reg -0.2%.
Cc1nnc(N2CCC(C(=O)NC3CCCCC3)CC2)c2nn(-c3ccccc3)c(C)c12 was read as Epigenetic reg -1.5%.
Screening CCc1ccccc1N(CC)C(=O)c1cc2c(s1)-c1ccccc1OC2 returned Epigenetic reg 0.8%.
CCN(CC)S(=O)(=O)c1ccc2c(c1)c(=O)c(C(=O)NCc1ccccc1Cl)cn2C was read as Epigenetic reg -1.9%.
Screening CCc1ccc(NC(=O)c2sc3nc(C)cc(C)c3c2NC(=O)c2ccccc2OC)cc1 returned Epigenetic reg 0.0%.
`CCC(=O)N1CCc2cc(Br)cc(S(=O)(=O)CCC(=O)Nc3ccc(Cl)cc3)c21` gave Epigenetic reg 2.9%.
Screening COc1ccc(NC(=O)CSc2nc3c(oc4ccccc43)c(=O)n2-c2ccc(C)c(C)c2)cc1 returned Epigenetic reg 1.4%.
`CCOc1ccccc1CNC(=O)c1ccc(NC(=O)N2CCSc3ncccc32)cc1` gave Epigenetic reg 3.5%.
Screening COC(=O)c1ccc(OC)c(Cn2c(=O)n(Cc3ccccc3)c(=O)c3c2c2cc(OC)ccc2n3C)c1 returned Epigenetic reg -3.7%.
For Cc1ccc(Nc2nc3nonc3nc2Nc2cccc(C(F)(F)F)c2)cc1Cl the results were Epigenetic reg -2.6%.
CCC(Sc1nncn2c1cc1oc(C)cc12)C(=O)Nc1ccc(F)cc1 (stereo not given) was read as Epigenetic reg 12%.
For COC(=O)c1ccccc1NC(=O)CCC(=O)N1CC(C)Sc2ccccc21 (stereo not given) the results were Epigenetic reg -0.2%.
`CCOc1ccc(S(=O)(=O)N(CC(=O)NCCc2ccc(OC)c(OC)c2)c2ccccc2)cc1` gave Epigenetic reg 1.0%.
Screening Cc1ccc(-n2c(=O)c3c(c4cc(C)ccc4n3C)n(CC(=O)NCc3ccccc3Cl)c2=O)cc1 returned Epigenetic reg 0.1%.
For COc1ccc2c(c1)c(CC(=O)Nc1c(C)cccc1C)c(C)n2C(=O)c1ccc(Cl)cc1 the results were Epigenetic reg 1.9%.
`CCCC1=Nc2cc(C(=O)NC3CCCC3)ccc2Sc2ccc(C)cc21` gave Epigenetic reg 5.4%.
`CCOc1ccccc1C1CC(=O)NC(C)=C1C(=O)OC1CCCCCC1` (stereo not given) gave Epigenetic reg 3.6%.
Cc1ccc(NC(=O)CSc2ccc(-c3sc(-c4ccccc4)nc3C)nn2)cc1F was read as Epigenetic reg -4.0%.
For CCOC(=O)c1nc(Nc2ccc(C(=O)OC(C)C)cc2)c2ccccc2n1 the results were Epigenetic reg -1.1%.
COc1cc(NC(=O)Cn2nnnc2-c2ccccc2F)cc(OC)c1OC was read as Epigenetic reg 5.7%.
`COc1cccc(NC(=O)Cn2cc(C(=O)c3ccc(C)cc3)c(=O)c3cc(OC)ccc32)c1` gave Epigenetic reg -0.6%.
Fc1ccc(CNc2nc3c(-c4ccc(F)cc4)nnn3c3ccccc23)cc1 was read as Epigenetic reg 2.1%.
Cc1ccc2onc(CNC(=O)N3CCN(c4cc(Cl)ccc4C)CC3)c2c1 was read as Epigenetic reg -1.6%.
`Cc1ccc(-c2noc(-c3ccc(N4CCCCC4C)c([N+](=O)[O-])c3)n2)cc1` (stereo not given) gave Epigenetic reg -1.9%.
Cc1noc(-c2ccc(N3CCC(C)CC3)c([N+](=O)[O-])c2)n1 was read as Epigenetic reg 0.7%.
O=C(CCS(=O)(=O)c1cc(Br)cc2c1N(C(=O)C1CC1)CC2)N1CCN(c2ccccc2)CC1 was read as Epigenetic reg 1.0%.
`CCCCOc1ccc(C2c3c(-c4ccccc4O)n[nH]c3C(=O)N2Cc2ccncc2)cc1OC` (stereo not given) gave Epigenetic reg -3.1%.
For CC1(C(=O)Nc2cccc(Br)c2)Cc2ccccc2C(=O)O1 (stereo not given) the results were Epigenetic reg -3.2%.
`COCc1cc(C)nc2sc(C(=O)Nc3ccc(C(C)=O)cc3)c(N)c12` gave Epigenetic reg 2.8%.
CC(=O)c1cccc(-n2c(=O)c3c4c(sc3n(CC(=O)c3ccc(Cl)cc3)c2=O)CN(C(C)=O)CC4)c1 was read as Epigenetic reg 0.8%.
For O=C(c1ccc2c(c1)CCN2S(=O)(=O)c1ccccc1)N1CCN(c2ccc(F)cc2)CC1 the results were Epigenetic reg -2.6%.
Screening Cc1ccc(NC(=O)CSc2ncc3c(n2)-c2ccc(Cl)cc2N(C)S3(=O)=O)cc1F returned Epigenetic reg -1.4%.
`Cc1cc(C)cc(OCC(=O)Nc2ccc(S(=O)(=O)Nc3onc(C)c3C)cc2)c1` gave Epigenetic reg -1.6%.
Screening CCCCOc1cccc(C(=O)Nc2cc(NC(=O)c3ccco3)ccc2OC)c1 returned Epigenetic reg -1.1%.
For O=C(C1CCN(S(=O)(=O)c2ccc(Br)s2)CC1)N1CCN(c2ccccc2)CC1 the results were Epigenetic reg 0.0%.
Cc1ccc(NC(=O)CSc2ccc(-c3cccs3)nn2)cc1Cl was read as Epigenetic reg inconclusive.
`Cc1ccc(S(=O)(=O)c2nc(-c3ccccc3Cl)oc2N2CCCCCC2)cc1` gave Epigenetic reg 0.3%.
For Cc1nc2ncnn2c(C)c1CCC(=O)NCc1cccc(Cl)c1 the results were Epigenetic reg -1.1%.
`Cc1nn(CC(=O)NC2CCCCC2)c(=O)c2cc3cc(F)ccc3n12` gave Epigenetic reg 0.0%.
`CC(=O)c1ccc(NC(=O)c2ccc3c(c2)N(Cc2cccc(Cl)c2)C(=O)c2ccccc2S3(=O)=O)cc1` gave Epigenetic reg -1.7%.
Screening CCc1cccc(C)c1Nc1c(-c2cccc(O)c2)nc2nc(C)cc(C)n12 returned Epigenetic reg -0.7%.
Cc1ccc(C(=O)c2oc3ccccc3c2NC(=O)Cc2coc3c(C)c(C)ccc23)cc1 was read as Epigenetic reg 3.7%.
COc1ccc(C2=C(Nc3ccc(C)cc3C)c3ccccc3C2=O)cc1 was read as Epigenetic reg -3.1%.
COc1ccc(CNC(=O)CSCc2nc(-c3ccccc3F)oc2C)cc1 was read as Epigenetic reg 1.9%.
COc1ccc(OC)c(NC(=O)Cn2nc3c(cc2=O)CCCC3)c1 was read as Epigenetic reg -1.8%.
Screening COc1ccccc1C(=O)N(Cc1ccco1)Cc1ccccc1F returned Epigenetic reg -1.7%.

A portion of the library. The share of hits here may be higher or lower than overall.
